Assay outcomes (PubChem BioAssay)
APOBEC3A inh: blocks human APOBEC3A ssDNA deamination; inhibition, % at 20 µM; recombinant A3A, FAM/TAMRA ssDNA deamination fluorescence; 330,000 tested, 0.41% active; P31941;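 active = at least 40% inhibition at 20 µM here, with at most 30% in a related deaminase screen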;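 also: plate controls were A3A with DMSO for no effect and wells lacking A3A enzyme for full effect; some results filed as inactive read as strong as hits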
Target sequence (P31941 whole entry, looked up): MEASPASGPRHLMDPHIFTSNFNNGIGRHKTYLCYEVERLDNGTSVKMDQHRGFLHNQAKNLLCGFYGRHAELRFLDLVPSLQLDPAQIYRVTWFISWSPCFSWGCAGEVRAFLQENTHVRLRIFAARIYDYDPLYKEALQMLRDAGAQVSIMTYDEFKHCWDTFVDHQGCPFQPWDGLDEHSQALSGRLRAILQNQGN
mIAP block: mouse IAP inhibition. 330,000 tested, 0.2% active. inhibition, % at 10 µM. purified mouse IAP, CDP-Star luminescence, 30 min;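 active = inhibition of at least 40% at 10 µM in the primary screen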;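 also: plate controls were DMSO with enzyme for no effect and no enzyme wells for full effect; values of inactives mirror those of a sister screen read the other way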
APOBEC3G inh: blocks human APOBEC3G single-stranded DNA deamination; recombinant A3G, ssDNA deamination FAM/TAMRA fluorescence; inhibition, % at 20 µM; Q9HC16; 330,000 tested, 0.28% active;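 active = inhibition of at least 40% at 20 µM, with no more than 30% in the related APOBEC3A deaminase screen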;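 also: plate controls were DMSO wells with A3G for no effect and wells lacking A3G enzyme for full effect; some compounds called inactive have numbers as strong as hits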
Target sequence (Q9HC16 whole entry, looked up): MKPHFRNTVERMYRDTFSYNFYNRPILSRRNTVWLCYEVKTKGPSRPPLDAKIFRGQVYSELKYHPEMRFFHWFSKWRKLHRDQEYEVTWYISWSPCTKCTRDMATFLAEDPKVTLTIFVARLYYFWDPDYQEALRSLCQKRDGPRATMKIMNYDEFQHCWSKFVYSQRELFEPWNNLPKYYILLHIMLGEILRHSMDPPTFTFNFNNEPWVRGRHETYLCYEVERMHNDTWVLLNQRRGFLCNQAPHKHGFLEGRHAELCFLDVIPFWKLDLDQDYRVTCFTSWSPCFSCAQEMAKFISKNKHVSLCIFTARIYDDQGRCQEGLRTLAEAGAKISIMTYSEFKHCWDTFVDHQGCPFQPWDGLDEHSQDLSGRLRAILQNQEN
NALP3 yeast inh: inhibitors of NALP3 inflammasome in yeast; Yeast reconstituted NLRP3/ASC/caspase-1, beta-gal luminescence, 24 h; inhibition, % at 10 µM; 330,000 tested, 0.39% active;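 active = inhibition of 50% or more; inactive = inhibition below 50%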;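 also: plate controls were induced DMSO wells for no effect and uninduced yeast grown without galactose for full effect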
hIAP inh: blocks human intestinal alkaline phosphatase; inhibition, % at 10 µM; P09923; AID 2544; purified IAP, CDP-Star luminescence, 30 min; 330,000 tested, 0.12% active;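 active = inhibition reaching a set limit with compound at 10 µM in the primary screen, cut at about 35% in these data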;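 also: plate controls were DMSO wells with enzyme for no effect and no-enzyme buffer wells for full effect; values of inactives mirror those of a sister screen read the other way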
mIAP activ: increases mouse intestinal alkaline phosphatase activity. muIAP, CDP-Star luminescence, 30 min; stronger effect = higher value; 1 = vehicle-only enzyme signal, 0 = enzyme-free wells. activation factor at 10 µM. 330,000 tested, 0.24% active. AID 2805;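 active = activation factor of at least 2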; also: the source names both 10 and 20 µM as test concentration; values of inactives mirror those of a sister screen read the other way
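System: Mouse IAP enzyme | Also added: CDP-Star substrate | Dosing: Compounds dispensed in DMSO | Schedule: 30 min enzyme-substrate-compound incubation at room temperature | Technique: Chemiluminescence readout | Control set: DMSO-only wells and no-enzyme negative control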
beta cell repl: inducers of beta-cell replication in MIN6 cells; 330,000 tested, 0.29% active; MIN6 cells proliferation, ATPlite luminescence, 48 h; cells starved in 0.2% serum; 100% = growth in 10% serum; AID 2380; proliferation, % at 10 µM;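 active = compounds whose signal lies at least 3.5 SD above the mean of all wells on their plate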;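 also: 0% = DMSO-treated cells in low-serum medium and 100% = 10% serum control; some compounds called inactive have numbers as strong as hits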
SENP1 FRET inh: blocks the human SENP1 SUMO protease catalytic domain. recombinant SENP1 catalytic domain, CyPet-SUMO1-YPet FRET cleavage. inhibition, % at 10 µM. 360,000 tested, 0.21% active;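 active = inhibition at least 30% at 10 µM, raw YFP signal under a set limit, fluorescence ratio 0.5 to 1.5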;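 also: 0% = enzyme with DMSO and 100% = no enzyme wells; some results filed as inactive read as strong as hits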
Target sequence (Q9P0U3 419-644 limits assumed): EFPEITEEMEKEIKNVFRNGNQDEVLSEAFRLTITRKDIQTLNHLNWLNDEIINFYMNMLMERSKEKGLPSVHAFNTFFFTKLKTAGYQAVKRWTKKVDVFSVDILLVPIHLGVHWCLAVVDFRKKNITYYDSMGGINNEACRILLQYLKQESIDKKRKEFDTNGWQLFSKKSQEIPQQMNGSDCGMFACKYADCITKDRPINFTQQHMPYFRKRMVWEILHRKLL
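Material – human SENP1 catalytic domain · Input – SENP1 enzyme, 20 pM final · Compound dosing – single concentration of 10 µM compound, 0.5% DMSO final · Timing – enzyme reaction for 50 min at room temperature, dark · Measured by – FRET fluorescence in CFP and YFP emission channels · Control set – no-enzyme wells low, DMSO-plus-enzyme wells high control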
hIAP activ: increases human intestinal alkaline phosphatase activity | purified human IAP, CDP-Star luminescence, 30 min; stronger effect = higher value; 1 = vehicle-only enzyme, 0 = enzyme-free background | activation factor at 10 µM | 330,000 tested, 0.16% active | AID 2524;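 active = activation factor of the enzyme at least 2-fold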; also: the source names both 10 and 20 µM as test concentration; values of inactives mirror those of a sister screen read the other way
An asterisk follows results filed as active. An excerpt; count on the stated rates, not on these rows.

SMILES | APOBEC3A inh | mIAP block | APOBEC3G inh | NALP3 yeast inh | hIAP inh | mIAP activ | beta cell repl | SENP1 FRET inh | hIAP activ
CN(c1ccc(OCC(=O)Nc2ccc3[nH]c(=O)[nH]c3c2)cc1)S(=O)(=O)c1ccc(Cl)cc1 | -4.3 | -7.2 | -3.7 | -6.1 | -18.2 | 1.07 | -0.5 | -2.2 | 1.18
CC(=O)NS(=O)(=O)c1ccc(NC(=O)c2ccc(Cl)cc2[N+](=O)[O-])cc1 | -2.4 | 0.9 | -3.8 | 11.5 | -2.3 | 0.991 | -0.1 | -0.1 | 1.02
CSc1nsc(/C=C/Nc2ccc(F)cc2)c1C#N | 0.7 | 22.7 | -13.0 | 1.7 | 11.0 | 0.773 | -1.9 | -25.0 | 0.89
Cc1cc(C)cc(NC(=O)c2ccc(Cn3nc(C)c(Cl)c3C)o2)c1 | 1.0 | 2.2 | -3.2 | 16.0 | -0.2 | 0.978 | -4.0 | -3.2 | 1
O=C(NCCNC(=O)c1ccc(Cl)cc1Cl)c1ccccn1 | -2.2 | -3.2 | -4.1 | 1.7 | -22.9 | 1.03 | -1.4 | -2.0 | 1.23
CCOC(=O)C1(CCc2ccccc2)CCN(Cc2cccc3nccnc23)CC1 | -2.5 | 8.5 | -6.4 | 28.8 | 1.5 | 0.915 | -3.5 | -0.6 | 0.985
COC(=O)c1cccc(NC(=O)CN(c2ccc3c(c2)OCO3)S(C)(=O)=O)c1C | -4.6 | -9.2 | -6.0 | 17.5 | -5.0 | 1.09 | 0.3 | 2.3 | 1.05
CCOC(=O)c1c(NC(=O)Cc2ccccc2)sc2c1CCN(C)C2 | -1.1 | 3.4 | 2.1 | 22.5 | 1.5 | 0.966 | -0.7 | -80.6 | 0.985
Cc1[nH]c2ccccc2c1C(c1ccccn1)N1CCC(C)CC1 (configuration not stated) | 0.3 | -2.5 | 0.9 | 6.9 | 1.2 | 1.02 | -2.6 | -2.8 | 0.988
Cc1ccc(C)c(C(=O)CN2C(=O)C(=O)N(C3CCCC3)C2=O)c1 | 2.7 | 6.5 | 1.3 | 0.9 | -4.0 | 0.935 | -2.4 | 0.6 | 1.04
COc1ccc(N2CCN(C(=O)CCNC(=O)c3ccc(Br)cc3)CC2)cc1 | -3.9 | 1.9 | -3.0 | 11.3 | -17.6 | 0.981 | -1.9 | -1.1 | 1.18
CCCCN(C(=O)CCC(=O)OCC(=O)NCc1ccccc1)c1c(N)n(CCC)c(=O)[nH]c1=O | 0.0 | -13.6 | -5.3 | 5.9 | -0.5 | 1.14 | -1.1 | 2.0 | 1
O=C(CSc1nnnn1Cc1ccccc1)c1ccccc1F | -1.4 | 5.8 | -8.9 | 16.3 | 9.6 | 0.942 | -3.8 | -4.3 | 0.904
O=[N+]([O-])c1ccc(N2CCN(S(=O)(=O)Cc3ccccc3)CC2)cc1N1CCOCC1 | 1.7 | 7.0 | 1.3 | 18.9 | 0.1 | 0.93 | -0.2 | 0.1 | 0.999
CC(C)C(OC(=O)c1nsc(Cl)c1Cl)C(=O)NCC1CCCO1 (configuration not stated) | -0.1 | 12.2 | -4.7 | 23.3 | -1.3 | 0.878 | 0.3 | 0.7 | 1.01

As entered above:
Entry of `O=C(CSc1nnnn1Cc1ccccc1)c1ccccc1F` under SENP1 FRET inh: -4.3
Entry of `Cc1[nH]c2ccccc2c1C(c1ccccn1)N1CCC(C)CC1` (configuration not stated) under SENP1 FRET inh: -2.8

Next compounds.
SMILES | APOBEC3A inh | mIAP block | APOBEC3G inh | NALP3 yeast inh | hIAP inh | mIAP activ | beta cell repl | SENP1 FRET inh | hIAP activ
Cc1nn2c(N)c(C#N)cnc2c1-c1ccccc1 | -2.0 | -0.5 | -4.8 | -26.0 | -12.0 | 1 | 2.5 | 1.3 | 1.12
CCC(c1nnnn1Cc1ccc(OC)cc1)N1CCN(c2ccc(OC)cc2)CC1 (configuration not stated) | -2.7 | 2.2 | -4.0 | 28.2 | 0.2 | 0.978 | -1.5 | -1.3 | 0.998
COc1ccc(-n2nnnc2SCC(=O)NCCc2ccc(OC)c(OC)c2)cc1 | 0.4 | 0.2 | 0.5 | 2.2 | 4.8 | 0.998 | -1.8 | 0.8 | 0.952
Cc1ccc(S(=O)(=O)N(C)CC(=O)Nc2nc3ccccc3s2)cc1 | 0.9 | -3.4 | 3.9 | 37.4 | -18.9 | 1.03 | -2.4 | 1.5 | 1.19
NC(=O)c1sc2nc3c(c(-c4cccnc4)c2c1N)CCC3 | 3.6 | 7.9 | 6.8 | 10.2 | 12.3 | 0.921 | 2.3 | 7.4 | 0.877
COCCNC(=S)N1CCC(C(=O)c2ccc(C)cc2)CC1 | -1.2 | 9.9 | -8.0 | 15.6 | -8.4 | 0.901 | -0.1 | 4.0 | 1.08
Cc1ccccc1NC(=O)CSc1nc(N)c(C#N)c(-c2cccs2)c1C#N | -1.3 | 5.3 | -1.6 | 12.4 | -12.5 | 0.947 | -0.7 | -6.7 | 1.12
Cc1ccc(C(=O)C2CCN(CC(=O)Nc3ccc(N(C)C)cc3)CC2)cc1 | 2.0 | 6.5 | -4.6 | 6.0 | 1.5 | 0.935 | -4.1 | 2.4 | 0.985
CCN(CC)CCN(Cc1cc2cc3c(cc2[nH]c1=O)OCCO3)C(=S)NCC(C)C | -0.2 | 3.2 | -2.9 | 14.6 | 10.3 | 0.968 | -1.9 | -18.4 | 0.897
CCN(CC(=O)Nc1c(F)cccc1F)C(=O)C(C)SCc1nc2sc(C)c(C)c2c(=O)[nH]1 (configuration not stated) | -3.1 | 4.8 | -5.4 | 11.7 | -5.3 | 0.952 | 3.2 | 1.1 | 1.05
CCOCCCNC(=O)CN1C(=O)/C(=C\c2ccc(C)cc2)Sc2ccccc21 | 0.6 | -15.9 | -4.7 | 13.7 | 21.9 | 1.16 | 0.0 | -1.1 | 0.781
CN(C)c1ccc(/C=N/n2c(C3CCCCC3)n[nH]c2=S)cc1 | -2.9 | 4.7 | -2.1 | 28.0 | 1.5 | 0.953 | 1.8 | 1.9 | 0.985
NC(=NCc1ccco1)NC(=O)c1ccccc1 | -2.2 | 7.8 | -0.8 | 9.5 | -9.7 | 0.922 | -0.8 | 0.2 | 1.1
O=C(O/N=C1\CCS(=O)(=O)c2sccc21)c1ccccc1 | 2.7 | 5.2 | -1.4 | 21.1 | 7.7 | 0.948 | 0.2 | 5.7 | 0.923
COc1ccc(/C=C/C(=O)OCC(=O)Nc2ccc(OC)c(S(=O)(=O)N3CCCCC3)c2)cc1 | 4.4 | -4.8 | -3.2 | 7.6 | 11.3 | 1.05 | 0.4 | 0.4 | 0.887
CC(C)(C)C1CCc2onc(C(=O)Nc3cccnc3)c2C1 (configuration not stated) | 5.3 | -2.5 | 1.4 | 3.4 | 3.1 | 1.02 | -2.6 | 1.9 | 0.969
COC(=O)CCC(=O)Nc1sc2c(c1C#N)CCCC2 | 2.6 | 12.8 | 1.3 | 4.6 | -3.3 | 0.872 | -0.8 | 3.6 | 1.03
Cc1onc(-c2c(Cl)cccc2Cl)c1/C(N)=N/OC(=O)C1CC1 | -5.1 | -6.4 | -11.5 | -1.4 | -16.8 | 1.06 | -1.8 | 0.1 | 1.17
Cc1sc(NC(=O)Cn2[nH]c(=O)c3ccccc3c2=O)nc1-c1ccccc1 | 1.9 | 0.3 | -5.0 | -0.4 | 0.7 | 0.997 | -4.0 | -11.4 | 0.993
CN(C)S(=O)(=O)N1C(=O)c2ccccc2C1=O | 1.3 | 1.3 | -3.0 | 6.8 | 11.0 | 0.987 | -3.5 | 2.0 | 0.89
COc1nc2ccccc2nc1CCC(=O)O | 5.1 | -4.1 | -7.4 | 2.2 | 3.9 | 1.04 | -2.5 | 0.8 | 0.961
N#Cc1nc(-c2ccco2)oc1N1CCN(c2ccccc2)CC1 | -1.0 | 7.7 | -6.0 | 19.1 | 16.3 | 0.923 | -1.8 | -1.2 | 0.837
CCOC(=O)C1=C(COC(=O)/C=C/c2cccc(OC)c2)NC(=O)NC1C (configuration not stated) | -3.1 | 10.3 | -7.0 | 4.6 | -6.6 | 0.897 | -2.0 | 1.4 | 1.07
CC1Oc2ccccc2C=C1/C=N\NC(=O)c1cccnc1 (configuration not stated) | -3.3 | 0.3 | -4.4 | 15.8 | 0.1 | 0.997 | -1.2 | -0.2 | 0.999
Cn1c(=O)oc2cc(S(=O)(=O)N3CCN(Cc4ccc5c(c4)OCO5)CC3)ccc21 | 2.2 | 6.4 | -4.1 | 12.5 | 14.1 | 0.936 | 0.4 | 1.2 | 0.859
Cc1cccnc1NC(=O)CN1C(=O)COc2ccc(Cl)cc21 | 68.7* | 3.4 | 16.7 | 1.3 | -0.8 | 0.966 | -3.6 | 0.4 | 1.01
Cc1ccc(S(=O)(=O)Nc2c(C)nn(C)c2C)cc1C | -1.8 | 2.1 | -8.0 | -3.4 | 7.8 | 0.979 | -1.7 | 1.2 | 0.922
Cc1nn(Cc2ccccc2Cl)c(Cl)c1/C=C/C(=O)OCC(=O)NC1CCS(=O)(=O)C1 (configuration not stated) | 3.7 | 4.3 | -1.6 | 13.2 | -1.1 | 0.957 | -1.3 | 2.1 | 1.01
O=C1N/C(=N\S(=O)(=O)Cc2ccccc2)S/C1=C/c1cccc([N+](=O)[O-])c1 | 4.4 | 8.4 | 0.1 | 8.0 | 13.5 | 0.916 | -2.8 | -1.1 | 0.865
COc1cccc(OC)c1OCCCCc1c(C)n[nH]c1C | 1.4 | 3.2 | -0.9 | 8.1 | -22.2 | 0.968 | -2.1 | 1.9 | 1.22
Cc1ccc2nc(-c3sc4nc(C)ccc4c3N)[nH]c2c1 | -4.7 | 15.4 | -6.1 | 22.1 | -11.0 | 0.846 | -5.3 | -18.4 | 1.11
Fc1ccc(-n2nnc(-c3ccccc3Br)n2)cc1 | -0.2 | -4.9 | -3.0 | -11.3 | -8.7 | 1.05 | -2.5 | -2.6 | 1.09
COc1cc(CCC(=O)OCC(=O)Nc2cccc(S(N)(=O)=O)c2)cc(OC)c1OC | -2.7 | 10.9 | -3.5 | 4.6 | 7.4 | 0.891 | 0.0 | 0.7 | 0.926
COC(=O)C1=C(C)OC(N)=C(C#N)C1c1ccccc1F (configuration not stated) | -7.5 | 5.5 | -5.3 | -1.5 | 17.8 | 0.945 | -1.0 | -9.6 | 0.822
CC(=O)c1sc(N/N=C\c2ccc(N(C)C)cc2)nc1C | -14.1 | 16.8 | -16.3 | 37.4 | -9.9 | 0.832 | 6.6* | -25.6 | 1.1
COc1ccc(N2C(=O)CCC(C(=O)NCCCN3CCC(C)CC3)C2c2ccc(OC)c(OC)c2)cc1 (configuration not stated) | -2.1 | 6.8 | -6.9 | 7.9 | -3.8 | 0.932 | -3.6 | 0.9 | 1.04
O=C(CN1CCC(n2nnc3cc(F)ccc32)CC1)NNC(=O)c1ccccc1 | -3.4 | 7.3 | -3.9 | 2.6 | 4.0 | 0.927 | -0.3 | -1.2 | 0.96
